# High-throughput results (PubChem)
# Rpn11 block – blocks the human proteasome subunit Rpn11 | O00487 | human 26S proteasome, Ub4-pepOG fluorescence polarization; 20S core pre-blocked with epoxomicin | calls only at 20 µM | 0.59% of 360,000 active;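 active means inhibition at 20 µM, scaled to each plate's controls, above about 33%, limit read from the data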
# Target sequence (O00487 whole entry, looked up): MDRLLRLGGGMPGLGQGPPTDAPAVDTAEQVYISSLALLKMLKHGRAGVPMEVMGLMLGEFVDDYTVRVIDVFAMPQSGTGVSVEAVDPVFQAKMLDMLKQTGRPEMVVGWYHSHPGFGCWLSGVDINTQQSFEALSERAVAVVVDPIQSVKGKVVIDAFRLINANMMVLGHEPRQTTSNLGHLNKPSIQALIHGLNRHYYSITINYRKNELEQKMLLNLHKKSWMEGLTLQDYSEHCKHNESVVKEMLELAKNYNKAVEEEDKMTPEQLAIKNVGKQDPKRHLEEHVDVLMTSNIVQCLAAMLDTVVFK
# DNMT1 block – blocks human DNA methyltransferase DNMT1. inhibition (reported as % activation of signal), % at 10 µM. AID 588458. P26358. 0.83% of 360,000 active. DNMT1 molecular beacon, Hinp1I cleavage, fluorescence; in the data active means inhibition above about 50%
# MLLE-PAM2 inh – inhibitors of microRNA-mediated deadenylation, human PABP1 MLLE binding. P11940. GST-MLLE / FITC-PAM2 fluorescence polarization. inhibition, % at 20 µM. 0.36% of 360,000 active. AID 588489; in the data active means inhibition above about 35%, passing the limit was not always enough;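 further: plate controls were DMSO wells with GST-MLLE for no effect and wells lacking GST-MLLE protein for full effect; some results filed as inactive read as strong as hits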
# LMPTP block – LMPTP (human) inhibition. recombinant LMPTP-A, OMFP fluorogenic substrate, fluorescence intensity. inhibition, % at 20 µM. 0.22% of 360,000 active. AID 651560;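 active means compounds that cut the enzyme signal by at least half of the control window in the single-dose screen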;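 further: plate controls were DMSO wells with enzyme plus substrate for no effect and substrate without enzyme for full effect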
# Target sequence (P24666 whole entry, looked up): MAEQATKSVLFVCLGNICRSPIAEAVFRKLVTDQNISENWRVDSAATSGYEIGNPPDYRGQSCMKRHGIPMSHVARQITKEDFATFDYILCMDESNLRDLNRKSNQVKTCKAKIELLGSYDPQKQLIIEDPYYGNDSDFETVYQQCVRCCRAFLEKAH
#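 Test system: LMPTP-A, protein tyrosine phosphatase of low molecular weight; Input: 0.625 nM enzyme; Incubation: 50 min dark incubation at room temperature; Signal: endpoint fluorescence intensity from OMFP dephosphorylation; Read-out basis: % inhibition versus control wells.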
# TbMetRS inhib – blocks T. brucei methionyl-tRNA synthetase activity; purified T. brucei MetRS, ATP depletion, Kinase-Glo luminescence; inhibition, % at 11.9 µM; AID 624268; 0.4% of 360,000 active;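 active means inhibition above a per-plate cutoff of the control wells' mean inhibition plus 3 SD, cut at about 5.5% in these data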;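 further: 0% = DMSO wells median and 100% = median of wells with control inhibitor compound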
#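 technique = Kinase-Glo luminescence, ATP depletion format | system = purified MetRS (methionyl-tRNA synthetase) enzyme from Trypanosoma brucei | timing = 15 min preincubation, 2 h reaction, all 25 °C | evaluation = percent inhibition versus plate control medians | dosing = single dose, 11.9 µM final nominal, 0.9% final DMSO | also added = substrates ATP, L-methionine and bulk Escherichia coli tRNA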
# NadD inh – blocks S. aureus nicotinate mononucleotide adenylyltransferase | inhibition, % at 20 µM | 0.78% of 360,000 active | AID 602399 | purified NadD enzyme, colorimetric absorbance read-out; in the data active means inhibition above about 26%; further: some compounds past the cut are filed as inactive
# CSN inh – inhibitors of human CSN-mediated cullin deneddylation; Purified CSN, SCF-Nedd8-OG deneddylation, fluorescence polarization; inhibition, % at 12.5 µM; 0.38% of 360,000 active; AID 651999;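 active means pattern-corrected inhibition above about 35%, with an unprinted fluorescence ratio check between 0.5 and 1.5, limit read from the data, passing the limit was not always enough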;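 further: 0% = enzyme with substrate and 100% = substrate without enzyme; some results filed as inactive read as strong as hits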
# Target sequence (Q92905 whole entry, looked up, one chain of several): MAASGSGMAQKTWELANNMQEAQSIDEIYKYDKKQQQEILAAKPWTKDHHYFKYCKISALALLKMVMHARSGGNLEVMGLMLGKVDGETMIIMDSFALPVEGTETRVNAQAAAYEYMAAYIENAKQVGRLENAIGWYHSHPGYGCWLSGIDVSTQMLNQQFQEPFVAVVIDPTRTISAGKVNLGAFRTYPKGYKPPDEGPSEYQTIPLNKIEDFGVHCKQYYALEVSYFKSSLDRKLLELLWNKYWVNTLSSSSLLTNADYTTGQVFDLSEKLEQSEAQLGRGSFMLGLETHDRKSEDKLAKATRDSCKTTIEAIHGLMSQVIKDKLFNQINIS
#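 assay system = purified human Csn5 enzyme expressed in HEK293T cells | amount = 0.24 nM enzyme | buffer or medium = Tris/NaCl/DTT buffer, pH 7.5 | reagent = 10 nM SCFSkp2-Nedd8OG | compound = one concentration, 12.5 µM, 0.25% DMSO | times = 90 min reaction at room temperature | signal = FP | read-out basis = % inhibition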
# STEP block – STEP (human) phosphatase inhibition. P54829. recombinant STEP, OMFP fluorogenic substrate, fluorescence. inhibition, % at 20 µM. 0.25% of 360,000 active. AID 588621;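 active means inhibition at 20 µM, scaled per plate between control wells, above about 37%, limit read from the data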;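 further: 0% = DMSO with enzyme and substrate and 100% = substrate only without enzyme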
#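 Measure: Control-normalized % inhibition with plate pattern correction | Test system: STEP phosphatase, cell-free reaction | Medium: pH 6.0 Bis-Tris with DTT and Tween 20 | Technique: Fluorescence, 480/540 nm | Times: Reaction 20 min, ambient temperature | Doses: Single compound dose of 20 µM, 1% DMSO final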
# SUMO1-SIM PPI – SUMO1-SIM interaction modulation; 0.33% of 360,000 active; inhibition, % at 20 µM; SUMO1 binding to a labelled peptide, TR-FRET, 1 h; in the data active means inhibition above about 37%
# Scp1 inh – inhibitors of human Scp-1 phosphatase. inhibition, % at 20 µM. 0.88% of 340,000 active. Q9GZU7. AID 493091. Recombinant Scp1, phosphopeptide, malachite green phosphate absorbance;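 active means inhibition above about 50% at 20 µM, limit read from the data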;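 further: plate controls were DMSO wells with enzyme for no effect and wells lacking enzyme for full effect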
# Target sequence (Q9GZU7 76-261 limits assumed): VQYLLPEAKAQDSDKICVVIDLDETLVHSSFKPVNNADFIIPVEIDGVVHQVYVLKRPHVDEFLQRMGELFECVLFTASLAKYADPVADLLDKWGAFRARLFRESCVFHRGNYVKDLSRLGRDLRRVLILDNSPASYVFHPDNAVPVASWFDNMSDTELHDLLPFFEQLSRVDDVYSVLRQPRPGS
#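 Test system: SCP-1 phosphatase catalytic domain, residues 76-261 | Compound dosing: One concentration, 20 µM, with 1.0% DMSO | Schedule: 45 min room-temperature reaction, 5 min colour, 30 min stabiliser | Detection: Absorbance at 630 nm | Read-out basis: % inhibition of SCP-1 phosphate liberation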
# * = called active by the depositor; i = inactive; . = not tested or not shown. No enrichment for hits, and some 3.6% of all compounds hit somewhere here.
1) CCOc1c(C)cc2[nH]c(CCC(=O)O)nc2c1C
2) CC1(C(=O)NS(=O)(=O)c2ccc(Cl)cc2)CCN1C(=O)CC1CCCC1 (stereo not drawn)
3) COc1ccc(C(C(=O)NC2CCCC2)N(C(=O)c2ccco2)c2cc3c(cc2C(C)=O)OCO3)cc1 (stereo not drawn)
4) C=CCn1nnc2sc3c(c2c1=O)CCC(C)C3 (stereo not drawn)
5) O=C(Nc1ccccc1Cl)c1cc(C2CCCN(C(=O)OCCF)C2)on1 (stereo not drawn)
6) Cc1onc(-c2ccccc2)c1-c1n[nH]c(=S)n1-c1ccccc1
7) O=C(Cn1c(C(=O)N2CCc3ccccc3C2)cc2sccc21)c1ccccc1
8) COc1ccc2c(CC(=O)Nc3ccccc3N3CCOCC3)coc2c1
entry no.,1,2,3,4,5,6,7,8
Rpn11 block,i,i,i,i,i,i,i,i
DNMT1 block,2,4,0,3,-1,1,-14,-1
MLLE-PAM2 inh,-4,8,7,-9,2,-12,3,0
LMPTP block,-2.1,-2.8,-0.2,0.3,-2.0,-1.4,3.4,-0.4
TbMetRS inhib,-1.3,-0.6,-0.6,-1.1,-0.2,-0.9,-0.3,0.9
NadD inh,-4,0,-5,-4,0,9,-1,-10
CSN inh,-4,-2,6,2,-2,0,-5,1
STEP block,-10,1,-2,2,4,-4,-4,3
SUMO1-SIM PPI,0,5,-3,-18,4,-2,9,-3
Scp1 inh,-7,.,1,5,.,-4,-16,3

9) Cc1cc(CNC(=O)c2cc(Br)ccc2Cl)nn1C
10) COC(=O)C1=CN(c2c(C)cc(C)cc2C)C(N)=C(C#N)C1c1ccccc1 (stereo not drawn)
11) Cc1cc(C)c(Nc2cc(S(=O)(=O)O)c(N)c3c2C(=O)c2ccccc2C3=O)c(C)c1
12) O=C1Cc2cc(S(=O)(=O)Nc3ccccc3Cl)cc3c2N1CCC3
13) CC=C1OC(n2cnc3c(N)ncnc32)C(O)C1O (stereo not drawn)
14) CCN(CC)c1ncnc2c1ncn2[C@H]1CN(Cc2ccc(Cl)cc2)C[C@@H](CO)O1
15) CN(C)c1ccc(C(=O)NCC(c2cccs2)N2CCOCC2)cc1 (stereo not drawn)
16) CC(O)C(NS(=O)(=O)c1ccc(Cl)cc1)C(=O)OCCOc1ccc(F)cc1 (stereo not drawn)
entry no.,9,10,11,12,13,14,15,16
Rpn11 block,i,.,i,i,i,i,i,i
DNMT1 block,0,.,80*,1,-2,5,4,3
MLLE-PAM2 inh,-3,.,15,-4,7,-11,1,1
LMPTP block,-2.9,0.7,33,0.9,-0.7,-1.8,1.4,0.7
TbMetRS inhib,-0.7,-0.8,-1.3,-0.3,-0.9,-0.2,-0.4,-0.3
NadD inh,-5,.,30*,6,2,-1,-4,0
CSN inh,-3,-1,16,-1,-4,1,-4,0
STEP block,-2,.,2,-2,-1,-2,-1,-1
SUMO1-SIM PPI,-3,2,74*,2,2,-7,1,-3
Scp1 inh,-4,.,27,-11,.,.,6,.

# Only MLLE-PAM2 inh, SUMO1-SIM PPI and TbMetRS inhib, for 3 of the compounds above:
No.	SMILES	MLLE-PAM2 inh	SUMO1-SIM PPI	TbMetRS inhib
12	O=C1Cc2cc(S(=O)(=O)Nc3ccccc3Cl)cc3c2N1CCC3	-4	2	-0.3
13	CC=C1OC(n2cnc3c(N)ncnc32)C(O)C1O (stereo not drawn)	7	2	-0.9
14	CCN(CC)c1ncnc2c1ncn2[C@H]1CN(Cc2ccc(Cl)cc2)C[C@@H](CO)O1	-11	-7	-0.2

# Carrying on:
17) CCCCn1c(SCC(=O)N2CCCC2)nnc1-c1ccccc1
18) CCOC(=O)N1CCN(S(=O)(=O)N2CCCC(C(=O)NCCCN3CCCCC3CC)C2)CC1 (stereo not drawn)
19) Cc1nnc(NC2CCCCC2)[nH]c1=O
20) COc1ccc(C(=O)O)cc1S(=O)(=O)Nc1ccccc1-c1ccccc1
21) CC1(C)CC(NC(=O)C(C)(C)Oc2ccc(Cl)cc2)CC(C)(C)N1
22) O=C1c2cccnc2C(Nc2ccc(S(=O)(=O)N3CCCCCC3)cc2)N1Cc1ccccc1 (stereo not drawn)
23) CCOC(=O)C1(C)CCCN1C(=O)c1ccc2ccccc2c1 (stereo not drawn)
24) N#CC1=C(N)Oc2c(oc(CO)cc2=O)C1c1ccsc1 (stereo not drawn)
entry no.,17,18,19,20,21,22,23,24
Rpn11 block,i,i,i,i,i,i,i,i
DNMT1 block,2,-2,3,0,2,-6,0,-4
MLLE-PAM2 inh,-23,6,-4,6,0,-7,-14,-5
LMPTP block,-1.1,-4.2,-1.4,-1.5,-0.3,-0.8,1.3,-2.6
TbMetRS inhib,-0.3,0.5,-0.1,-0.9,-0.2,-0.6,-0.1,0.1
NadD inh,-3,-4,-2,-9,-8,-13,3,0
CSN inh,0,-1,-6,0,0,3,0,0
STEP block,0,0,-4,2,-2,3,2,1
SUMO1-SIM PPI,1,-5,4,2,4,-2,-4,3
Scp1 inh,-12,-3,1,-5,-2,-4,.,0

25) COc1ccc(NC(=O)c2cnn(-c3ccccc3)c2C)c(OC)c1
26) COCCNc1oc(/C=C/c2cccc(OC)c2)nc1S(=O)(=O)c1ccccc1
27) CC(C)CC(=O)Nc1nnc(SCC(=O)Nc2ccc3c(c2)OCO3)s1
28) Cc1cc(C)cc(N=Cc2ccc([N+](=O)[O-])s2)c1
29) CCOC(=O)C1CC2=C(CC(C)(C)CC2=O)N(CCOC)C1=O (stereo not drawn)
30) O=C1COc2ccc(C(=O)CSc3ccc(Br)cc3)cc2N1
31) Oc1cccc(Nc2c3ccccc3nc3ccccc23)c1
32) Cn1c(N)c(C(=O)CN2CCN(S(=O)(=O)c3ccccc3C#N)CC2)c(=O)n(C)c1=O
entry no.,25,26,27,28,29,30,31,32
Rpn11 block,i,i,i,i,i,i,i,i
DNMT1 block,1,-8,-5,-3,7,-4,43,-5
MLLE-PAM2 inh,-5,-8,-10,0,14,22,16,-79
LMPTP block,0.6,-0.5,-1.7,-2.1,-1.9,26,11,-1.0
TbMetRS inhib,-0.3,-0.3,0.4,-0.7,0.6,0.1,0.6,-0.3
NadD inh,-2,-9,-3,0,-1,-8,-12,-3
CSN inh,2,4,-2,12,2,7,-5,3
STEP block,-2,-3,-1,-1,1,1,1,-4
SUMO1-SIM PPI,3,-15,1,7,4,1,-23,0
Scp1 inh,-2,.,-5,-3,-8,-11,5,.

# Whole records, looked up by structure:
# Entry for C=CCn1nnc2sc3c(c2c1=O)CCC(C)C3 (stereo not drawn) → Rpn11 block = i; DNMT1 block = 3; MLLE-PAM2 inh = -9; LMPTP block = 0.3; TbMetRS inhib = -1.1; NadD inh = -4; CSN inh = 2; STEP block = 2; SUMO1-SIM PPI = -18; Scp1 inh = 5
# Entry for O=C1COc2ccc(C(=O)CSc3ccc(Br)cc3)cc2N1 → Rpn11 block = i; DNMT1 block = -4; MLLE-PAM2 inh = 22; LMPTP block = 26; TbMetRS inhib = 0.1; NadD inh = -8; CSN inh = 7; STEP block = 1; SUMO1-SIM PPI = 1; Scp1 inh = -11

# Shown as a hit in SUMO1-SIM PPI, of those listed so far:
no. | mol | Rpn11 block | DNMT1 block | MLLE-PAM2 inh | LMPTP block | TbMetRS inhib | NadD inh | CSN inh | SUMO1-SIM PPI | Scp1 inh
11 | Cc1cc(C)c(Nc2cc(S(=O)(=O)O)c(N)c3c2C(=O)c2ccccc2C3=O)c(C)c1 | i | 80* | 15 | 33 | -1.3 | 30* | 16 | 74* | 27

# (further entries)
33) CC(=O)Nc1ccc(N=Nc2ccccc2)cc1[N+](=O)[O-]
34) Cc1ccc(-c2nc3cccnc3s2)cc1NS(=O)(=O)c1ccc2c(c1)CCCC2
35) CCOC(=O)c1c(CC(C)C)csc1/N=C/C1C(=O)CCCC1=O
36) CC(C)N(CCn1c(=S)[nH]c2ccccc2c1=O)C(C)C
37) Cc1nn(CC(=O)Nc2ccc3c(c2)OCCO3)c(C)c1[N+](=O)[O-]
38) CSc1nc(N2CCOCC2)c2sccc2n1
39) CN(C)CCC(=O)c1ccc(Cl)cc1
40) O=C(COC(=O)c1ccc(S(=O)(=O)N2CCCCC2)cc1)NCc1ccco1
entry no.,33,34,35,36,37,38,39,40
Rpn11 block,i,i,i,i,i,i,i,i
DNMT1 block,0,-11,1,0,-4,5,3,14
MLLE-PAM2 inh,3,-9,-5,-90,-3,7,32,3
LMPTP block,-0.5,4.9,3.7,0.4,-1.0,0.9,-2.2,-1.4
TbMetRS inhib,-0.1,0.5,-0.9,0.2,0.0,-0.5,-0.1,-0.3
NadD inh,-9,0,-1,-3,-3,-4,4,-1
CSN inh,2,24,17,5,-5,10,3,9
STEP block,0,3,4,-1,-3,0,-2,3
SUMO1-SIM PPI,-25,-5,-6,0,6,1,2,3
Scp1 inh,-5,-8,-5,-6,0,2,-4,54*

41) Cc1ccc2c(c1)/C(=N/N1C(=O)c3ccccc3C1=O)C(=O)N2
42) Cc1ccccc1-c1nnc(SCC(=O)N2CCCC2)o1
43) O=C1C2C(c3ccccc3)C=CC(c3ccccc3)C2C(=O)N1CCCO (stereo not drawn)
44) Cc1csc(Nc2cccc3ccccc23)n1
45) Cn1c(=O)c2cc(NC(=O)Cc3cccnc3)ccc2n1-c1ccc2ccccc2c1
46) COCCCN1C(=O)C(CC(=O)NCCc2ccccn2)CC(C(=O)N2CCCCCC2)=C1C (stereo not drawn)
47) Cn1c(=O)c(=O)n(C)c2cc(S(=O)(=O)N3CCCC3C(=O)NCc3ccco3)ccc21 (stereo not drawn)
entry no.,41,42,43,44,45,46,47
Rpn11 block,i,i,i,i,i,.,i
DNMT1 block,2,-1,-4,-2,-9,.,5
MLLE-PAM2 inh,5,2,-1,-14,-20,.,0
LMPTP block,0.4,-0.3,-2.5,0.2,7.8,-1.0,-1.9
TbMetRS inhib,0.2,-0.8,-0.7,-0.9,0.0,-0.2,0.0
NadD inh,-1,2,-4,5,10,5,-7
CSN inh,-7,6,-8,1,-4,-5,-3
STEP block,6,0,0,0,-2,.,-4
SUMO1-SIM PPI,-20,-2,-3,-6,4,4,2
Scp1 inh,13,-7,-7,5,.,.,-2

# As entered above.
# no. 45 – LMPTP block: 7.8
# no. 43 – MLLE-PAM2 inh: -1
# no. 47 – NadD inh: -7
